Giardia killer = Small Molecules that selectively kill Giardia lamblia: qHTS; Giardia lamblia trophozoite viability; AID 540267, 2011; 340,000 compounds, 0.15% hits; activity change, % at 7.66 µM, hits read low; in the data active means activity change below about -80%; inconclusive means between about -30% and that limit;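 further: parasites exposed to compound for two days anaerobically before the ATP read; on the % scale 0 is the no-effect control and ±100 the full control effect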
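Trophozoite viability was measured as ATP-dependent luminescence, read 15-30 min after reagent addition. Before that, parasites at 100 cells/well were exposed to compounds for 48 h, anaerobically, at 37 deg C.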
VP16 counter = VP16 counterscreen qHTS for inhibitors of ROR gamma transcriptional activity; 310,000 compounds, 3.5% hits; AID 2546, 2010; Drosophila S2 Gal4-VP16 UAS-luciferase, luminescence, 20 h; Potency, µM (highest dose often 53.6 µM), without a hit: at the top dose activity, negative = inhibition, usual class: inhibitors;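 further: Gal4-VP16 expression switched on by copper sulfate through the metallothionein promoter; potency means the concentration at half of the fitted maximal effect; on the % scale 0 is the no-effect control and ±100 the full control effect; nearly all actives have a fitted effect of over 50% in size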
PKM2 act = qHTS Assay for Activators of Human Muscle isoform 2 Pyruvate Kinase | Pyruvate kinase PKM (Homo sapiens), P14618 | purified PKM2, Kinase-Glo ATP luminescence, activation; response scale: 0% is enzyme alone, no compound | Potency, µM (titrated, usually from 57.5 µM), for the others: top-dose activation, hits mostly activators | 260,000 compounds, 0.34% hits | AID 1631, 2009; further: potency means the concentration at half of the fitted maximal effect; on the % scale 0 is the no-effect control and ±100 the full control effect; nearly all actives have a fitted effect of over 55% in size
Target sequence (P14618 whole entry, looked up, canonical isoform): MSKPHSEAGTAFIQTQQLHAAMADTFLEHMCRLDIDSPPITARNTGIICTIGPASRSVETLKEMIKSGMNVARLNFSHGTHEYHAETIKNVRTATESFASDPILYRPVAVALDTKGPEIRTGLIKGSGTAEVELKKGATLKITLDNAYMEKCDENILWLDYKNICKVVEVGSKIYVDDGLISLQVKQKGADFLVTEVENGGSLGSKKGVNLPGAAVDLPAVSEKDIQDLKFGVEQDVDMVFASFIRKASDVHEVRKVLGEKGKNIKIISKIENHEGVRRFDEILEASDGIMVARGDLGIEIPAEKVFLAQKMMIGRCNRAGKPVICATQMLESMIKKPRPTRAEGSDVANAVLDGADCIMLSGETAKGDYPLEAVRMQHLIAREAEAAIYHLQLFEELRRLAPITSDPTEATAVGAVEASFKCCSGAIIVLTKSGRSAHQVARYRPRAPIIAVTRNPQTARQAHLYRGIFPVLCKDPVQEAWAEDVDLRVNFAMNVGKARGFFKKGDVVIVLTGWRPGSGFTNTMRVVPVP
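hPK-M2, >95% pure; 0.1 mM ADP / 0.5 mM PEP final; imidazole pH7.2 buffer w/ 7 mM MgCl2, 50 mM KCl; 1 h RT; Kinase-Glo lum. Intermediate enzyme activity for dual inhibitor/activator qHTS.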
BRCA1 expr act = qHTS Assay to Identify Small Molecule Activators of BRCA1 Expression. MCF7-BRCA1-FFLuc reporter, luminescence, 48 h; response scale: scaled: vehicle 0%, 10 µM genistein 100%. Potency, µM (top dose mostly 46.1 µM), for the others: at the top dose activation, actives largely listed as activators. 380,000 compounds, 1.1% hits. AID 624202, 2012; further: potency means the concentration at half of the fitted maximal effect; nearly all actives have a fitted effect of over 80% in size; some results filed as inactive show a strong effect at the top dose
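MCF7-BRCA1-FFLuc, 2000 cells/well; 2 h attach, 37 °C/5% CO2; compound 48 h; luciferase substrate 15 min; luminescence end-point. Norm. to genistein 10 microM max activation and DMSO; concentration-response curves fitted.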
p53 reactivation = qHTS assay for re-activators of p53 using a Luc reporter | H1299 p53-A138V BP100-luciferase reporter, luminescence, 24 h | Potency, µM (highest dose often 92.2 µM), inactives show top-dose activity change, positive = activation, most hits filed as activators | 320,000 compounds, 0.063% hits; further: potency means the concentration at half of the fitted maximal effect; % of control where 0% means no effect; nearly all actives have a fitted effect of over 45% in size
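H1299 (p53-null), stable ts p53-A138V + BP100-Luc; 1000 cells/well, Opti-MEM/10% FBS; cpd 4 pt, 1:5; 24 h, 37 deg C, 5% CO2; detection reagent 10 min RT; luminescence.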
NPC1 promoter act = qHTS Assay for NPC1 Promoter Activators; Huh7 NPC1 promoter luciferase reporter, 24 h; Potency, µM (top dose mostly 9.22 µM), for the others: at the highest dose activation, usual class: activators; 320,000 compounds, 2.4% hits; AID 485313, 2010;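 further: potency means the concentration at half of the fitted maximal effect; % of control where 0% means no effect; nearly all actives have a fitted effect of over 60% in size; reporter is driven by a mutant NPC1 promoter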
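Luciferase expression driven by the NPC1 promoter was measured in stably transfected Huh7 cells after a 24 h compound incubation, using a luciferase reagent and a luminescence read.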
Rab9 promoter act = qHTS Assay for Rab9 Promoter Activators. AID 485297, 2010. Huh7 Rab9 promoter-luciferase reporter, luminescence, 24 h. Potency, µM (doses to about 9.22 µM), inactives show at the highest dose activation, negative = inhibition, most hits filed as activators. 320,000 compounds, 2.8% hits; further: potency means the concentration at half of the fitted maximal effect; % of control where 0% means no effect; nearly all actives have a fitted effect of over 60% in size
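Huh7 cells stably carrying a Rab9 promoter-luciferase reporter, 1500 cells per well in OP-MEM I with 10% FBS, treated with compound 24 hours at 37C. Luciferase activity read by luminescence after 10 minutes with Amplite reagent.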
ELG1 genotoxic = qHTS screen for small molecules that induce genotoxicity in human embryonic kidney (HEK293T) cells expressing luciferase-tagged ELG1. 330,000 compounds, 1.3% hits. HEK293T ELG1-luciferase reporter, luminescence, 16 h. Potency, µM (doses to about 46 µM), without a hit: at the highest dose activity change, positive = activation, most hits filed as activators; further: potency means the concentration at half of the fitted maximal effect; % of control where 0% means no effect; nearly all actives have a fitted effect of over 60% in size
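HEK293T cells expressing luciferase-tagged ELG1 were exposed to compound or DMSO vehicle for 16 hr at 37 °C and 5% CO2. Luciferase activity was then measured with ONE-Glo after 30 min at room temperature.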
FLuc modulator = qHTS profiling assay for firefly luciferase inhibitor/activator using purifed enzyme and Km concentrations of substrates (counterscreen for miR-21 project). Luciferin 4-monooxygenase (Photinus pyralis), P08659. purified FLuc, Km substrates, luminescence inhibition. Potency, µM (doses to about 57.5 µM), inactives show at the highest dose activity change, negative = inhibition, usual class: inhibitors. 360,000 compounds, 6.9% hits. AID 588342, 2011;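 further: potency means the concentration at half of the fitted maximal effect; plate controls were vehicle for no effect and reference inhibitor for full effect; nearly all actives have a fitted effect of over 55% in size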
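Biochemical qHTS of compounds, final roughly 60 µM downward over six points, against 10 nM purified firefly luciferase using Km concentrations of substrates (10 uM D-luciferin, 10 uM ATP) in Tris acetate pH 7.5 buffer; luminescence output.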
RORg inh = qHTS for inhibitors of ROR gamma transcriptional activity; Nuclear receptor ROR-gamma (Mus musculus), P51450; Drosophila S2 Gal4-RORgamma UAS-luciferase reporter, 20 h; Potency, µM (titrated, usually from 53.6 µM), for the others: at the top dose activity change, negative = inhibition, hits mostly inhibitors; 310,000 compounds, 5.4% hits; further: potency means the concentration at half of the fitted maximal effect; on the % scale 0 is the no-effect control and ±100 the full control effect; nearly all actives have a fitted effect of over 60% in size
Target sequence (P51450 whole entry, looked up, the tested form may be a part): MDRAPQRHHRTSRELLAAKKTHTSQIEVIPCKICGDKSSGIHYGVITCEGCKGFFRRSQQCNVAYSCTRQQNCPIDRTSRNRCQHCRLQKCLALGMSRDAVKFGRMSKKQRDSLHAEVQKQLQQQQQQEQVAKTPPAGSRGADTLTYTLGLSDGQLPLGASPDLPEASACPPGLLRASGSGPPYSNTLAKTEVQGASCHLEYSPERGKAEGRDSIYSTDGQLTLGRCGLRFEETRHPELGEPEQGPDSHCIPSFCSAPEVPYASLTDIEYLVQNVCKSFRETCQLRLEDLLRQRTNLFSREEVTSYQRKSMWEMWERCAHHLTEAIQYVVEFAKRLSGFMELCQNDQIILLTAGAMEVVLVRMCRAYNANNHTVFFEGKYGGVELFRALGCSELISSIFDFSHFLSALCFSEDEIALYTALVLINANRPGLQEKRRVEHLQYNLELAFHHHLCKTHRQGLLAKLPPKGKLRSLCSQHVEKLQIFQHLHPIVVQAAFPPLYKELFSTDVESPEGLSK
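A Gal4/UAS one-hybrid system in insect cells: metallothionein-promoter Gal4–ROR gamma fusion plus Photinus luciferase reporter. Copper sulfate 700 uM final, 20 hr ambient incubation, luminescent detection after 10 min with reagent.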
Menin MLL FP TR = qHTS Assay for Inhibitors Targeting the Menin-MLL Interaction in MLL Related Leukemias: Competition With Texas Red Labeled MLL-derived Mutant Peptide | O00255 | Menin + Texas Red MLL mutant peptide, fluorescence polarization | Potency, µM (top dose mostly 61.6 µM), inactives show at the highest dose FP activity change, negative = inhibition, usual class: inhibitors | 270,000 compounds, 0.23% hits | AID 1768, 2009; active means well fitted inhibition curve with a large enough effect in the polarisation, with a control signal flat, not every such curve was filed as active; inconclusive means small, poorly fitted or top-dose-only effect, or effect the other way, or a change in a side signal; inactive means no such curve, though single readings can be large or run the other way; the % refers to the polarisation; further: potency means the concentration at half of the fitted maximal effect; % of control where 0% means no effect; many of its hits are not listed in these tables
Numbers without * were called inactive; ? = inconclusive; / = no result given; [ ] = dose if it differs, or a comment. Unless noted, the call rests on the fitted dose curve; in most records, active means well fitted curve in the direction sought with a large enough effect; inconclusive means small, poorly fitted or top-dose-only effect, or another doubt; inactive means no such curve, though single readings can be large; an effect the other way counts as inactive or inconclusive.

SMILES	Giardia killer	VP16 counter	PKM2 act	BRCA1 expr act	p53 reactivation	NPC1 promoter act	Rab9 promoter act	ELG1 genotoxic	FLuc modulator	RORg inh	Menin MLL FP TR
Cc1nnc(Cn2cnc3c2c(=O)n(C)c(=O)n3C)o1	2	1%	3%	-21%	-6%	-3%	-1%	2%	-2%	2%	-11%
COC(=O)c1c(NC(=O)CN(C)CC(=O)Nc2ccc(C)cc2)sc2c1CCC(C)C2 (centres undefined)	-12	/	/	3%	0%	-4%	-2%	0%	-10%	/	/
COC(=O)C1C(=O)C2=C(CC1C)NC(C)=C(C(=O)OC1CCCCC1)C2c1ccc(N(C)C)cc1 (centres undefined)	2	-10%	-2%	-37%	-9%	-8%	-3%	-6%	-1%	?	8%
CCOC(=O)C1=C(C)N=c2s/c(=C/c3cccc([N+](=O)[O-])c3O)c(=O)n2C1c1ccccc1 (centres undefined)	?	-16%	/	-41%	-2%	0%	-3%	-7%	?	-3%	92%[activator]
O=C(CCNC(=O)c1ccccc1Cl)Nc1nc(-c2ccc3ccccc3c2)cs1	-19	?	-16%	-41%	-10%	5%	-6%	6%	?	?	-21%
COc1cccc2cc(CC(=O)c3ccc(C)cc3C)c(=O)oc12	6	-25%	/	11µM*	14%	?	?	11%	11µM*	-3%	?
CC(C)NC(=O)C1CC(=O)N(C(C)c2ccccc2)C1 (centres undefined)	-10	3%	-6%	-6%	-3%	1%	11%	-6%	1%	1%	1%
CCOc1ccc(CCNC(=O)c2ccc(F)c(S(=O)(=O)N3CCOCC3)c2)cc1OCC	-1	-9%	1%	-22%	8%	-2%	3%	-7%	4%	34%	-15%
CCOC(=O)N1CCC(Nc2nc3ccccc3n3nnnc23)CC1	-15	-12%	0%	-16%	6%	2%	-5%	4%	-10%	-5%	-4%
CCCCCCN(C(=O)CCCCCN1C(=O)NC(c2ccccc2)C(C(=O)OCc2ccccc2)=C1C)C(C(=O)NCCCC)c1ccc(OCC(=O)OC)c(C(=O)OC)c1 (centres undefined)	/	1%	-11%	/	-16%	-5%	-1%	-4%	1%	3%	/
CC(Oc1ccccc1)c1ccnn1S(=O)(=O)c1ccccc1 (centres undefined)	4	-4%	0%	30%	-8%	-4%	-3%[1.84 µM]	-1%	-1%	4%	3%
COC(=O)c1sc2ccccc2c1NC(=O)c1ccc(S(=O)(=O)N2CCC(C)CC2)cc1	-1	-10%	-2%	-20%	5%	-3%	-2%	-7%	2%	13%	2%
NS(=O)(=O)c1cccc(NC(=O)CN2CCN(Cc3ccc4c(c3)OCO4)CC2)c1	-23	-3%	-9%	-30%	-13%	-1%	1%	1%	0%	-12%[10 µM]	-18%
COc1ccc(NC(=O)CC(C)c2ccccc2)cc1S(=O)(=O)N1CCOCC1 (centres undefined)	-1	/	/	-9%	1%	1%	-1%	0%	-2%	/	/
COc1ccccc1C(=O)Nc1ccccc1SC	-12	/	-3%	-19%	8%	0%	-3%	9%	-18%	-11%[0.365 µM]	17%
CCOc1ccc(/C=C2\SC(=S)N(CCC(=O)Nc3ccccc3C(=O)O)C2=O)cc1	-26	-10%	/	0%	13%	2%	?	6%	15µM*	17%	?
CCOc1ccc(-n2nc3cc(C)c(N)cc3n2)cc1	-19	-27%	3%	?	22%	0.45µM*	0.45µM*	?	0.34µM*	10µM*	?
COc1cc(/C=C/C(=O)O)cc(S(=O)(=O)N2CCCc3ccccc32)c1OC	24	2%	2%	4%	5%	2%	0%	8%	3%	38%	/
COc1ccc2nc(NC(=O)CN3CCOCC3)sc2c1	-2	14%	-16%	74%	17%	15%	27%	?	?	?	0%
Cc1cc(NC(=O)c2cccc(F)c2)no1	-8	17%	-1%	27%	19%	26%	26%	?	?	-28%	-24%
COc1ccccc1C1NC=C([N+](=O)[O-])C=C1[N+](=O)[O-] (centres undefined)	?	?	-15%	-17%	-10%	2%	0%	-6%	?	-45%	?
COc1ccc(/C(O)=C2/C(=O)C(=O)N(CCN3CCOCC3)C2c2ccccn2)cc1 (centres undefined)	-21	2%	-1%	23%	?	-4%	4%	?	2%	?	-7%
O=C(c1cc2ccccc2s1)N1CCN(c2ccccn2)CC1	-13	-1%	-4%	2%	-9%	-4%	-3%	-2%	-6%	14%	/
CN(C)CCNC(=S)Nc1ccc(Cl)cc1Cl	6	4%	-1%	90%	22%	-1%	0%	4%	-16%	-21%	-2%
CCCCN(C(=O)c1ccc(S(=O)(=O)N2CCC(C)CC2)cc1)C1CCS(=O)(=O)C1 (centres undefined)	7	/	/	-19%	-3%	-1%	-3%	-3%	0%	/	/
CC1(C)CC(=O)c2c(Cc3ccccc3)n[nH]c2C1	-13	0%	-1%	-7%	3%	2%	7%	-6%	5%	33%	9%
C/C=C(/C)C(=O)O[C@H]1[C@@H](O)c2c(ccc3ccc(=O)oc23)OC1(C)C	-27	-2%	-2%	1%	1%	0%	-1%	1%	-15%	13%	-4%
C[C@H]1C(=O)N(C)CCN1C(=O)c1cccc(OC2CCN(CC(C)(C)C)CC2)c1	43[activator]	7%	/	-4%	1%	4%	-3%	4%	1%	-4%	/
CCn1cc(C(=O)N[C@@H](CCSC)C(=O)NCCCN2CCOCC2)c(=O)c2cc3c(cc21)OCO3	-14	15%	/	-3%	3%	-1%	-2%	1%	-2%	1%	4%
Oc1ccccc1-c1nc(NC2CCCC2)c2ccccc2n1	-13	1%	/	-30%	13%	-9%	1%[1.84 µM]	-16%	0%	-36%	?
CC1CCN(c2ncnc3nc[nH]c23)CC1	24	-13%	-5%	5%	10%	6%	2%	0%	-2%	?	6%
Cc1nc(C(C)NC(=O)CCc2nnc(-c3ccsc3)o2)cs1 (centres undefined)	-11	?	-1%	-8%	3%	-3%	-10%	3%	-13%	26%	7%
O=C(NC1CCCC1)c1cccc(Cn2cc([N+](=O)[O-])cn2)c1	-3	5%	3%	11%	-7%	0%	-1%	-2%	-1%	?	1%
COc1ccccc1NS(=O)(=O)c1cc(NC(=O)C(C)(C)C)ccc1N1CCOCC1	5	/	/	-11%	-4%	-2%	1%	-34%[inhibitor]	2%	/	/
COc1ccccc1NS(=O)(=O)c1ccc(C)c(C(=O)NCCCN2CCCC2=O)c1	19	/	/	9%	-3%	5%	-3%	4%	1%	/	/
O=C(Nc1ccc(-n2cnnn2)cc1)C1CCCN1C(=O)NC1CCCCC1 (centres undefined)	-5	6%	1%	-3%	0%	0%	4%	0%	7%	-9%[10 µM]	13%
CCOC(=O)c1nc(C)[nH]c1C(=O)OCC	28	-9%	-7%	-3%	2%	-2%	3%	1%	-2%[2.3 µM]	-14%	-2%
O=S(=O)(c1cc(Br)ccc1Br)N1CCCCCC1	-6	-1%	/	-35%	-2%	-6%	-3%	-1%	-5%	-4%	24%
CC(/C=C/c1ccccc1)=N/NC(=O)c1cccc(Br)c1	5	3.5µM*	-4%	-23%	-5%	-1%	-10%	-5%	2%	2.2µM*	-6%
Cn1c(=O)c2c(ncn2CC(=O)Nc2ccc(Cl)cc2Cl)n(C)c1=O	4	1%	0%	0%	-1%	-1%	-7%	-1%	-1%	1%	0%
CCOc1cc(N2CCOCC2)c(OCC)cc1NC(=O)COC(=O)C1CCCN1S(=O)(=O)c1ccccc1F (centres undefined)	-8	/	/	-4%	11%	0%	3%	0%	0%	/	/
O=C(NCc1cccs1)C1CCN(S(=O)(=O)c2cccc3nsnc23)CC1	3	0%	23%	-25%	-2%	0%	0%	-3%	1%	4%	/
COCCn1c(SCC(=O)c2ccc3c(c2)OCCO3)nnc1-c1ccoc1C	5	-4%	-7%	1%	12%	2%	2%	3%	?	0%	0%
Cc1cccc(NC(=O)CSc2nccn2Cc2ccco2)c1C	25	7%	0%	89%	20%	?	?	?	?	?	-11%
O=C(Nc1ccc(Cl)cc1)C1CCC(=O)N1Cc1ccccc1Cl (centres undefined)	0	-9%	-2%	-9%	-5%	-5%	1%	-5%	7%	?	?

Some of the compounds tested; count on the stated rates, not on these rows.
